Screening data deposited in PubChem BioAssay by National Center for Advancing Translational Sciences (NCATS).
S3 lipid droplet – qHTS Assay for Lipid Storage Modulators in Drosophila S3 Cells; Drosophila S3 cells, BODIPY lipid droplet fluorescence, 18-24 h; cells fed with added oleic acid; Potency in µM for hits, for the others lipid storage change, negative = inhibition, % at the top dose, mostly 46.1 µM; 0.64% of 320,000 active; active = well fitted inhibition curve with a large enough effect in the signal ratio, with a control signal flat, not every such curve was filed as active; inconclusive = small, poorly fitted or top-dose-only effect, or effect the other way, or a change in a side signal; the % refers to the signal ratio
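Laser-scanning cytometry quantifies lipid droplet accumulation (500–530 nm total intensity; droplet/cell object ratio) in oleic acid-fed (400 uM added) Drosophila S3 cells treated with a concentration series. 20 uM Triacsin C defined 100% inhibition.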
S3 lipid droplet cell count max – further read-out of S3 lipid droplet, marked with its call; cell number change, %; measured here: cell count max response;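 cells counted by Cell Tracker Red CMTPX staining in the red channel; peak over a dose series mostly up to 46.1 µM; percent activity relative to internal control wells on each plate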
* marks the source's active call; other numbers are inactive results; [ ] = dose if it differs, or a comment. % is scaled to controls: 0 for no effect and ±100 for the full control effect; potency is read from the fitted curve at half-maximal effect. A portion of the library; rates above refer to the full screens.

COc1ccc(S(=O)(=O)NCCN2CCOCC2)c(C)c1C was read as S3 lipid droplet inactive and S3 lipid droplet cell count max 22.
`N#CC(Cc1ccc(OC(F)F)cc1)c1nc2ccccc2[nH]1` (stereo unspecified) gave S3 lipid droplet 1% and S3 lipid droplet cell count max -5.
COc1ccccc1CC(=O)NC12CC3CC(CC(C3)C1)C2 was read as S3 lipid droplet -5% and S3 lipid droplet cell count max 1.
For O=C(CN1CCN(c2ccccn2)CC1)Nc1ccc(F)cc1 the results were S3 lipid droplet inconclusive.
Cc1ccc(C)c(NS(=O)(=O)c2c(C)nn(C)c2C)c1 was read as S3 lipid droplet 1% and S3 lipid droplet cell count max 0.
`CNC(=O)Nc1ccc(C2SCCS2)cc1` gave S3 lipid droplet 1% and S3 lipid droplet cell count max 16.
O=C(Nc1cnn(Cc2ccc(F)cc2)c1)c1cc2nc(-c3ccco3)cc(C(F)(F)F)n2n1 was read as S3 lipid droplet inconclusive.
For CCC(C)Sc1cccc(-c2nc3ccc(Cl)cn3c2NCc2ccccc2)c1 (stereo unspecified) the results were S3 lipid droplet inconclusive.
`COc1ccc(C2c3c(C)nn(-c4ccccc4)c3NC(=O)N2c2ccccc2)cc1` (stereo unspecified) gave S3 lipid droplet -1% and S3 lipid droplet cell count max 12.
For NC1=NC(=Nc2cccc(S(=O)(=O)N3CCOCC3)c2)c2ccccc21 the results were S3 lipid droplet inconclusive.
For CCOC(=O)C1=C(O)/C(=C/c2cc(OC)c(OC)c(OC)c2)SC1=Nc1ccc(OC)cc1 the results were S3 lipid droplet inconclusive.
Screening CC#CCN(Cc1ccco1)C(=O)C1CCC(=O)N(Cc2ccccc2F)C1 (stereo unspecified) returned S3 lipid droplet 27%.
For Cc1ccc2cc(C#N)c(SCC(=O)N3CCCc4ccccc43)nc2c1C the results were S3 lipid droplet -3% and S3 lipid droplet cell count max 25.
Screening CCCP(=O)(CC(=O)O)c1ccccc1 (stereo unspecified) returned S3 lipid droplet inconclusive.
Screening CN(/C=C1/C(=O)CNC1=O)CCO returned S3 lipid droplet inconclusive.
For O=C(O)c1ccc(/C=C2\SC(=S)N(NC(=O)c3ccccc3[N+](=O)[O-])C2=O)cc1 the results were S3 lipid droplet inconclusive.
`O=[N+]([O-])c1ccc(Cl)c(/C=N/N2CCN(Cc3ccccc3)CC2)c1` gave S3 lipid droplet 12% and S3 lipid droplet cell count max -3.
For N#Cc1c(NCc2ccccc2)ccnc1NCc1cccnc1 the results were S3 lipid droplet inconclusive.
Screening O=C(Cn1c(CC(=O)N2CCOCC2)nc2ccccc21)Nc1ccc2c(c1)OC(F)(F)O2 returned S3 lipid droplet inconclusive.
`C=CCn1c(COc2cccc3cccnc23)nnc1SCC(=O)OC` gave S3 lipid droplet 22% and S3 lipid droplet cell count max 2.
Cc1ccc(OCC(=O)Nc2nnc(-c3ccco3)s2)cc1 was read as S3 lipid droplet inconclusive.
For CCOCCCNC(=O)c1cc2sc(Cl)cc2n1CC the results were S3 lipid droplet 5% and S3 lipid droplet cell count max 6.
For CN(Cc1ccc(Cl)cc1)C(=O)CCl the results were S3 lipid droplet inconclusive.
Cc1nnc(N/N=C/c2cccs2)[nH]c1=O was read as S3 lipid droplet 15% and S3 lipid droplet cell count max -2.
For CC1CCCN(C(=O)CNC(=O)Cn2ccc3ccccc3c2=O)C1 (stereo unspecified) the results were S3 lipid droplet inconclusive.
Screening Cc1cc(C(=O)OCC(=O)N2CC(C)OC(C)C2)c(C)n1-c1ccccc1 (stereo unspecified) returned S3 lipid droplet inconclusive.
Screening CC1CCN(C(=O)c2ccc(N3C(=O)C4CCC(C)CC4C3=O)cc2)CC1 (stereo unspecified) returned S3 lipid droplet -3% and S3 lipid droplet cell count max 8.
Cc1ccccc1-c1nnn(CC(=O)Nc2ccc3c(c2)OCO3)n1 was read as S3 lipid droplet inconclusive.
`COc1cc(/C=C2\C(=N)N3N=C(S(C)(=O)=O)SC3=NC2=O)ccc1OCCOc1ccc(C)cc1` gave S3 lipid droplet inconclusive.
`Cc1onc(-c2ccccc2Cl)c1C(=O)OCC(=O)c1c(N)n(C)c(=O)n(C)c1=O` gave S3 lipid droplet 16%.
`COc1ccc(CN2C(=O)c3ccccc3C2C(=O)NC2CCCC(C)C2C)c(OC)c1` (stereo unspecified) gave S3 lipid droplet -10% and S3 lipid droplet cell count max -6.
For CCOC(=O)C1(Cc2ccccc2C)CCCN(C(=O)c2ccoc2)C1 (stereo unspecified) the results were S3 lipid droplet -11% and S3 lipid droplet cell count max 10.
`CC(=O)c1c(C)[nH]c(C(=O)C(C)Sc2nnc(NC3CC3)s2)c1C` (stereo unspecified) gave S3 lipid droplet inconclusive.
For COc1cccc(N(CC(=O)N2CCN(C)CC2)S(=O)(=O)c2ccccc2)c1 the results were S3 lipid droplet inconclusive.
O=c1[nH]c(CN2CCN(S(=O)(=O)/C=C/c3ccccc3)CC2)nc2ccccc12 was read as S3 lipid droplet inconclusive.
Screening COc1ccc2nc(NC(=O)c3ccco3)sc2c1 returned S3 lipid droplet -17% and S3 lipid droplet cell count max 9.
For O=C(O)Cn1cc(/C=N/Nc2ccc([N+](=O)[O-])cn2)c2ccccc21 the results were S3 lipid droplet inactive.
`C/C(CC(=O)Nc1ccc([N+](=O)[O-])cc1)=N\NC(=O)c1ccccc1O` gave S3 lipid droplet inconclusive.
For NC(=O)COn1c(SCC(N)=O)nc2ccccc2c1=O the results were S3 lipid droplet -7% and S3 lipid droplet cell count max 8.
`CC(NC(=O)COc1ccc(-c2ccccc2)cc1)C1CCCO1` (stereo unspecified) gave S3 lipid droplet inactive and S3 lipid droplet cell count max -1.
`Cc1ccc(-c2nnc(N3CCN(C(=O)CN4CCOCC4)CC3)c3ccccc23)cc1` gave S3 lipid droplet inactive.
For COc1ccccc1CNC(=O)N[C@@H](Cc1ccccc1)C(=O)O the results were S3 lipid droplet inconclusive.
For FC(F)(F)c1nnc2sc(-c3ccco3)nn12 the results were S3 lipid droplet inactive.
Screening O=c1c2ccccc2nnn1CSc1nc2ccccc2c(=O)n1CCCO returned S3 lipid droplet inconclusive.
Cc1ccc(S(=O)(=O)NC(C)C(=O)N2CCOCCOCCOCC2)cc1 (stereo unspecified) was read as S3 lipid droplet inactive and S3 lipid droplet cell count max -17.
For O=C(CCn1c(=O)sc2ccccc21)Nc1ccon1 the results were S3 lipid droplet 6% and S3 lipid droplet cell count max 2.
Screening OCCNCCCCOc1ccccc1F returned S3 lipid droplet inconclusive.
`c1cc(Nc2ncnc3sc4c(c23)CCC4)ccn1` gave S3 lipid droplet inconclusive.
Screening O=C(CN1CCN(S(=O)(=O)c2ccc(Br)cc2)CC1)N/N=C/c1ccncc1 returned S3 lipid droplet inconclusive.
For CC1=C(C(=O)Nc2ccccc2)C(c2cccs2)C(C#N)=C(SCC#N)N1 (stereo unspecified) the results were S3 lipid droplet inconclusive.
`COc1ccc2c(c1)C(=O)N(c1ccc(C)cc1)C(=O)C2` gave S3 lipid droplet -4% and S3 lipid droplet cell count max 11.
`O=C(NCCOCCOCCNC(=O)c1cccnc1)c1cccnc1` gave S3 lipid droplet 5% and S3 lipid droplet cell count max 10.
CCC(=O)N1CCc2cc(S(=O)(=O)N(C)c3ccc(Br)cc3)ccc21 was read as S3 lipid droplet inconclusive.
`COc1ccc(CCNC(=O)CSc2nc(C)nc3sccc23)cc1OC` gave S3 lipid droplet -22% and S3 lipid droplet cell count max -8.
CCOC(=O)c1cc(-c2ccc(C)cc2)n(CCC(=O)NC(C)CC)c1C (stereo unspecified) was read as S3 lipid droplet inactive.
For CC(C)[C@H](NC(=O)OC(C)(C)C)C(=O)NCC1CCC(C(=O)N[C@@H](Cc2ccccc2)C(=O)O)CC1 (stereo partly specified) the results were S3 lipid droplet -12% and S3 lipid droplet cell count max -1.
`COc1cc(-c2[nH]nc3c2C(c2ccoc2)C(C#N)=C(N)O3)cc(OC)c1OC` (stereo unspecified) gave S3 lipid droplet -5% and S3 lipid droplet cell count max 0.
COc1ccc(/C=N/NC(=O)Cn2c(Cc3ccc(OC)c(OC)c3)nc3ccccc32)cc1 was read as S3 lipid droplet inconclusive.
`Cc1cc(C)c2oc(=O)cc(CN3CCN(Cc4ccccc4)CC3)c2c1` gave S3 lipid droplet inconclusive.
Screening CCOC(=O)c1cc(-c2csc(-c3cccc(Cl)c3)n2)on1 returned S3 lipid droplet 3% and S3 lipid droplet cell count max 8.
For CCOc1ccc(NC(=O)CC2C(=O)N(C)C(=S)N2Cc2ccco2)cc1 (stereo unspecified) the results were S3 lipid droplet 1% and S3 lipid droplet cell count max -14.
For Cc1cccc(CN2CCC(Oc3ccc(C(=O)N4CCCCC4)cc3)CC2)c1 the results were S3 lipid droplet -19% and S3 lipid droplet cell count max 21.
Cc1ccc(/C=C/C(=O)Nc2ccc(S(N)(=O)=O)cc2)o1 was read as S3 lipid droplet 0% and S3 lipid droplet cell count max -3.
For O=C(Cc1c[nH]c2ccccc12)Nc1nnc(C2CC2)s1 the results were S3 lipid droplet inconclusive.
`COCCCn1nnnc1SCC(=O)Nc1nc2ccccc2s1` gave S3 lipid droplet inconclusive.
`CCOCCCNC(=O)c1c[nH]c2ccc(C)cc2c1=O` gave S3 lipid droplet 5% and S3 lipid droplet cell count max 0.
Screening CN(c1ccc(C(=O)NCC2CCCO2)cc1)S(=O)(=O)c1ccccc1 (stereo unspecified) returned S3 lipid droplet inconclusive.
CC(C)n1nnc(-c2ccc(OCc3ccccc3F)cc2)n1 was read as S3 lipid droplet inconclusive.
`CC1CCN(CC(=O)Nc2ccc(N3CCCCCC3)cc2)CC1` gave S3 lipid droplet -5% and S3 lipid droplet cell count max 9.
`O=C(NCCC1CCCCN1S(=O)(=O)c1ccccc1)C(=O)Nc1ccc(F)cc1` (stereo unspecified) gave S3 lipid droplet inconclusive.
For CC(C)OC(=O)COc1ccc(-c2ccccc2)cc1 the results were S3 lipid droplet inconclusive.
O=C(NCC1CCCO1)c1cc(S(=O)(=O)N2CCCC2)c(Cl)cc1Cl (stereo unspecified) was read as S3 lipid droplet 17%[9.22 µM] and S3 lipid droplet cell count max 6.
`Fc1ccc(Nc2nc(Oc3ccc4c(c3)OCO4)nc(N3CCOCC3)n2)c(F)c1` gave S3 lipid droplet inconclusive.
Screening COc1ccccc1N1CCN(c2nc3c(C)cccn3c(=O)c2C=O)CC1 returned S3 lipid droplet 8% and S3 lipid droplet cell count max 0.
O=C(CCNC(=O)Cn1ccc2ccccc2c1=O)NCCCN1CCN(c2ccc(F)cc2)CC1 was read as S3 lipid droplet inactive and S3 lipid droplet cell count max -9.
NC(=O)CSc1nc2scc(-c3ccc(Cl)cc3)c2c(=O)n1Cc1ccccc1 was read as S3 lipid droplet inconclusive.
Screening O=C(CSc1nc2cc(Cl)ccc2s1)NCc1ccc2c(c1)OCO2 returned S3 lipid droplet inconclusive.
O=C(/C=C/c1ccc(F)cc1)NCCCn1ccnc1 was read as S3 lipid droplet inconclusive.
`COc1ccc(C(=O)NC(C(=O)N2CCc3ccccc32)C(C)C)cc1` (stereo unspecified) gave S3 lipid droplet 20% and S3 lipid droplet cell count max 21.
`CC(C)(C)c1ccc(N=C2SCC(=O)N2Cc2cccs2)cc1` gave S3 lipid droplet -1% and S3 lipid droplet cell count max -14.

Part of the list above in order of molecular weight, low to high.
For CC(C)OC(=O)COc1ccc(-c2ccccc2)cc1 the results were S3 lipid droplet inconclusive.
`CCOCCCNC(=O)c1c[nH]c2ccc(C)cc2c1=O` gave S3 lipid droplet 5% and S3 lipid droplet cell count max 0.
For O=C(Cc1c[nH]c2ccccc12)Nc1nnc(C2CC2)s1 the results were S3 lipid droplet inconclusive.
Cc1ccc(/C=C/C(=O)Nc2ccc(S(N)(=O)=O)cc2)o1 was read as S3 lipid droplet 0% and S3 lipid droplet cell count max -3.
`COCCCn1nnnc1SCC(=O)Nc1nc2ccccc2s1` gave S3 lipid droplet inconclusive.
Screening CN(c1ccc(C(=O)NCC2CCCO2)cc1)S(=O)(=O)c1ccccc1 (stereo unspecified) returned S3 lipid droplet inconclusive.
For Cc1cccc(CN2CCC(Oc3ccc(C(=O)N4CCCCC4)cc3)CC2)c1 the results were S3 lipid droplet -19% and S3 lipid droplet cell count max 21.

Further results:
`C=C(c1ccccc1C)[n+]1ccccc1` gave S3 lipid droplet inconclusive.
CS(=O)(=O)c1cccc(C(=O)Nc2cccc(S(=O)(=O)N3CCCC3)c2)c1 was read as S3 lipid droplet inconclusive.
For CCCCn1ccc(O)c(Cc2ccc(F)cc2)c1=O the results were S3 lipid droplet 19% and S3 lipid droplet cell count max 11.
CCCc1cnc(NCCNCC(O)COc2ccc(Cl)c(Cl)c2)nc1 (stereo unspecified) was read as S3 lipid droplet inconclusive.
For Cc1ccc(CNC(=O)C2CC(c3ccc([N+](=O)[O-])cc3)=NO2)cc1 (stereo unspecified) the results were S3 lipid droplet 4% and S3 lipid droplet cell count max 10.
For CCCN1CCN(c2ncnc3scc(C4COc5ccccc5O4)c23)CC1 (stereo unspecified) the results were S3 lipid droplet inconclusive.
`O=C(CCCCCNC(=O)N1CCn2c1nc1ccccc12)NCc1ccc(F)cc1` gave S3 lipid droplet inactive and S3 lipid droplet cell count max -23.
CC1=NN(c2nc(-c3ccc(F)cc3)cs2)C(=O)C1 was read as S3 lipid droplet -5% and S3 lipid droplet cell count max 2.
`O=C(N/N=C/c1ccco1)c1ccc(N2CCCC2=O)cc1` gave S3 lipid droplet -4% and S3 lipid droplet cell count max 14.
Screening CC(C)(C)NS(=O)(=O)c1ccc(CCC(=O)NCc2cccnc2)cc1 returned S3 lipid droplet inconclusive.
For CN(C)C(=O)Cn1cc(S(=O)(=O)Cc2ccccc2)c2ccccc21 the results were S3 lipid droplet 0.65µM* and S3 lipid droplet cell count max -2.1*.
